PglD inh = C. jejuni PglD acetyltransferase inhibitors, primary screen, biochemical, DTNB colorimetric, single point. UDP-N-acetylbacillosamine N-acetyltransferase PglD (Campylobacter jejuni). hit rate 0.098% among 360,000. purified PglD enzyme, DTNB colorimetric CoA detection. inhibition, % at 12.5 µM; in the data active = inhibition above about 16%, passing the limit was not always enough; also: strong numbers were not always called active
Cneo AK release = Cryptococcus neoformans cell lysis inducers, primary screen, AK release luminescence, single concentration. C. neoformans lysis, adenylate kinase release luminescence, 4 h; normalised: neutral wells 0, clomiphene wells 100. lysis activity, % at 15 µM. hit rate 0.2% among 360,000;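 active = mean lysis activity across replicates of at least 80%, whatever share of replicates individually reach that level; inactive = mean lysis activity below 80%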
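Material – log-phase Cryptococcus neoformans yeast cells · Input – 5 × 10^6 yeast cells/mL · Medium – fresh YPD growth medium · Doses – single compound concentration per well · Timing – static 4 h at 37 °C with compound, 1 h detection · Detection – adenylate kinase release luminescence · Read-out – signal increase indicating cell lysis · Control set – Clomiphene as positive lysis control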
PGC1a acetyl inh = inhibitors of PGC1a acetylation signal, primary screen, cell-based, U2OS, AlphaScreen, inhibitor mode. AlphaScreen anti-acetyl-lysine; with virally co-expressed GCN5 acetyltransferase. inhibition, % at 15.6 µM. hit rate 0.17% among 350,000;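 active = every replicate shows inhibition of at least 40%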;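 also: 0% = neutral control wells and 100% = positive control wells; some results beyond the cut were filed as inactive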
ARNT TACC3 PPI = disruptors of ARNT/TACC3 protein interaction, primary screen, biochemical, AlphaScreen, single concentration. Transforming acidic coiled-coil-containing protein 3 (Homo sapiens), Q9Y6A5. AlphaScreen His-ARNT PAS-B/GST-TACC3 binding, luminescence; TACC3 fragment carries E629A point mutation. inhibition, % at 9.99 µM. hit rate 0.66% among 390,000. AID 623870, 2012;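 active = mean inhibition of replicates at least 50% and at least half of replicates each reaching 50%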;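 also: 0% = complete ARNT plus TACC3 wells and 100% = ARNT alone without TACC3; many hits fall short of the cut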
LGR2 inh = inhibitors of bursicon-induced LGR2 CRE-luciferase signal, primary screen, cell-based, HEK293, CRE-luciferase reporter, bursicon stimulation. inhibition, % at 9.99 µM. AID 720647, 2013. bursicon-stimulated, 4 h. hit rate 0.35% among 380,000. Drosophila bursicon receptor LGR2 (rickets);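 active = drop in luminescence signal, shown as inhibition above about 50% in the replicate tests, limit read from the data, passing the limit was not always enough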;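 also: agonist challenge used bursicon conditioned medium at about half maximal strength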
C2C12 statin = suppressors of statin myotoxicity in C2C12 myotubes, primary screen, cell-based, single point, plate reader; C2C12 myotubes + simvastatin, ATP luminescence, 48 h; scaled: DMSO 0, geranylgeraniol control 100; rescue of ATP level, % at 7.49 µM; hit rate 0.78% among 330,000; AID 602340, 2012;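 active = mean ATP rescue above about 67%, or every replicate alone reaching that limit, limit read from the data, passing the limit was not always enough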;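 also: myotubes were challenged with 10 µM simvastatin during compound exposure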
PAX8 reporter = inhibitors of PAX8-driven TPO luciferase reporter, primary screen, RMG-I cells, single concentration; hit rate 1.2% among 360,000; inhibition, % at 12.6 µM; SteadyGlo, 24 h; AID 652154, 2013;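 active = mean replicate inhibition at least 60% with every replicate also reaching 60%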;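 also: luciferase light reporting Pax8 driven TPO promoter activity; plate controls were median of neutral control wells for no effect and mitoxantrone controls for full effect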
INS-1E GSIS act = GLuc luminescence reporter in INS-1E cells, primary screen for activators of glucose-dependent secretion of insulin; INS-1E GLuc reporter insulin secretion, 2-3 h; activation, % at 16.6 µM; hit rate 0.61% among 370,000;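 active = lowest replicate activation of at least 40%, so every replicate reaches that level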;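 also: 0% = median of neutral control wells and 100% = median of IBMX positive control wells; some compounds called inactive have numbers as strong as hits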
* = called active by the depositor. Rows are unselected; any-hit rate near 2.9%.

Screening CN(C)CCN(C)c1cc2c(c3c1ccn3C)C1CCC2O1 (configuration not stated) returned PglD inh 3, Cneo AK release 0, PGC1a acetyl inh -2, LGR2 inh -12, C2C12 statin -1, PAX8 reporter 23 and INS-1E GSIS act 12.
`CSCC[C@H](NC(=O)C1CCN(S(=O)(=O)c2ccc(C)cc2)CC1)C(=O)NCc1ccco1` gave PglD inh -3, Cneo AK release -14, PGC1a acetyl inh -5, ARNT TACC3 PPI 5 and C2C12 statin -1.
For COc1ccc2oc(C(=O)OCC(=O)N(C)c3c(N)n(Cc4ccccc4)c(=O)[nH]c3=O)c(C)c2c1 the results were PglD inh -2, Cneo AK release 2, PGC1a acetyl inh -2, ARNT TACC3 PPI -2, LGR2 inh 1, C2C12 statin 3, PAX8 reporter -3 and INS-1E GSIS act 0.
For CCCN(C)C[C@H]1Oc2ncc(C#CCOC)cc2C(=O)N([C@H](C)CO)C[C@H]1C the results were PglD inh 2, Cneo AK release 0, PGC1a acetyl inh -5, ARNT TACC3 PPI -1, LGR2 inh -1, C2C12 statin 14 and INS-1E GSIS act 17.
`C[C@H]1CN([C@@H](C)CO)C(=O)c2cc(-c3ccccc3)cnc2O[C@H]1CN(C)C(=O)Cc1cccnc1` gave PglD inh -2, Cneo AK release 2, PGC1a acetyl inh 19, ARNT TACC3 PPI -6, LGR2 inh 4, C2C12 statin -1 and INS-1E GSIS act 8.
For CCn1nnnc1NCc1ccc(OCc2c(F)cccc2Cl)c(OC)c1 the results were PGC1a acetyl inh -12, ARNT TACC3 PPI -10, LGR2 inh 0, C2C12 statin -2, PAX8 reporter -13 and INS-1E GSIS act 43*.
For CC1(C)C(C=C(Cl)Cl)C1C(=O)NC(O)C(=O)c1ccccc1 (configuration not stated) the results were PglD inh -2, Cneo AK release -2, PGC1a acetyl inh -1, ARNT TACC3 PPI -1, LGR2 inh 6, C2C12 statin -2, PAX8 reporter 2 and INS-1E GSIS act 1.
CC(=O)O[C@@]1(C)C[C@@H](O)[C@]2(O)C=CO[C@@H](O[C@@H]3O[C@H](CO)[C@@H](O)[C@H](O)[C@H]3O)[C@@H]21 was read as PglD inh -3, Cneo AK release 0, PGC1a acetyl inh 9, ARNT TACC3 PPI -5, LGR2 inh 7, C2C12 statin 0, PAX8 reporter 1 and INS-1E GSIS act 7.
`COc1cc([C@@H]2CC=C(C(=O)O)CN2S(=O)(=O)c2ccc(C)cc2)cc(OC)c1OC` gave PglD inh -4, Cneo AK release 1, PGC1a acetyl inh 7, ARNT TACC3 PPI -2, LGR2 inh 7, C2C12 statin -7, PAX8 reporter -10 and INS-1E GSIS act -3.
Screening O=C(NCCOc1cccc(Oc2ccccc2)c1)c1cc(-n2cnnc2)ccc1Cl returned PglD inh -2, Cneo AK release 1, PGC1a acetyl inh 6, ARNT TACC3 PPI -5, LGR2 inh -25, C2C12 statin 6 and INS-1E GSIS act -17.
`C[C@@H]1CN([C@@H](C)CO)C(=O)c2cc(NS(=O)(=O)c3ccccc3)ccc2O[C@@H]1CN(C)S(C)(=O)=O` gave PglD inh 2, Cneo AK release 4, PGC1a acetyl inh 9, ARNT TACC3 PPI -6, LGR2 inh -8, C2C12 statin -15 and INS-1E GSIS act 6.
`CC(C)NC(=O)N(C)C[C@H]1Oc2ccc(NS(=O)(=O)c3ccc(F)cc3)cc2CC(=O)N([C@@H](C)CO)C[C@H]1C` gave PglD inh 4, Cneo AK release -2, PGC1a acetyl inh -1, ARNT TACC3 PPI 1, LGR2 inh 1, C2C12 statin -4, PAX8 reporter -6 and INS-1E GSIS act 6.
`Cc1ccc(NC(=S)Nc2cccc(S(=O)(=O)Nc3c(C)n(C)n(-c4ccccc4)c3=O)c2)cc1` gave Cneo AK release -2, PGC1a acetyl inh 4, ARNT TACC3 PPI 4, LGR2 inh -56, C2C12 statin 1, PAX8 reporter -65 and INS-1E GSIS act 6.
For CCC(=O)N(CC)C[C@H]1[C@H](c2ccc(-c3cccnc3)cc2)[C@@H](CO)N1C(C)=O the results were PglD inh -3, Cneo AK release -5, PGC1a acetyl inh 9, ARNT TACC3 PPI -11, LGR2 inh 3, C2C12 statin -1, PAX8 reporter 2 and INS-1E GSIS act 4.
For C=CCC(c1ccccc1F)N(CCN1CCOCC1)C(=O)Nc1cccc(Cl)c1 (configuration not stated) the results were PglD inh -10, Cneo AK release -1, ARNT TACC3 PPI 1, C2C12 statin 1 and PAX8 reporter -4.
`Cc1cc2oc(=O)cc(Cn3ccnc3)c2cc1O` gave PglD inh 5, Cneo AK release 1, PGC1a acetyl inh 0, ARNT TACC3 PPI 1 and C2C12 statin 1.
Cc1ccn2c(Nc3ccc4c(c3)OCO4)c(-c3ccccn3)nc2c1 was read as PglD inh 3, Cneo AK release -3, PGC1a acetyl inh -1, ARNT TACC3 PPI 66*, LGR2 inh -31 and PAX8 reporter -45.
For COC(=O)c1cc(NC(=O)CN(C)Cc2ccccc2)cc(C(=O)OC)c1 the results were PglD inh -7, Cneo AK release 1, PGC1a acetyl inh -9, ARNT TACC3 PPI 3, LGR2 inh 0, C2C12 statin -4, PAX8 reporter 7 and INS-1E GSIS act -18.
For Cc1onc(-c2ccccc2)c1C(=O)Nc1ccc(N2CCOCC2)cc1 the results were PglD inh 3, Cneo AK release 0, PGC1a acetyl inh 3, ARNT TACC3 PPI -3 and C2C12 statin 5.
For O=C(NC(=S)NCCC1=CCCCC1)c1ccccc1Br the results were PglD inh -4, Cneo AK release -6, PGC1a acetyl inh 3, ARNT TACC3 PPI -5, LGR2 inh -15, C2C12 statin -7, PAX8 reporter -8 and INS-1E GSIS act -7.
`CO[C@H]1CN(C)C(=O)c2cc(NC(=O)Nc3cccc(Cl)c3)ccc2OC[C@H](C)N(C)C[C@@H]1C` gave PglD inh 2, Cneo AK release 1, PGC1a acetyl inh 3, ARNT TACC3 PPI -2, LGR2 inh -26, C2C12 statin -233 and INS-1E GSIS act 10.
`C[C@@H]1CN([C@@H](C)CO)C(=O)c2cc(C#CCN(C)C)cnc2O[C@H]1CN(C)C(=O)CCN1CCCCC1` gave PglD inh 5, Cneo AK release -12, PGC1a acetyl inh 3, ARNT TACC3 PPI -3, LGR2 inh -9, C2C12 statin 18, PAX8 reporter -8 and INS-1E GSIS act 12.
For Fc1cccc2sc(N3CCCCC3)nc12 the results were PglD inh 1, Cneo AK release 0, PGC1a acetyl inh -3 and ARNT TACC3 PPI -2.
CCC(=O)N1C[C@H](C)[C@@H](OC)CN(C)C(=O)c2cc(NC(=O)c3cnccn3)ccc2OC[C@@H]1C was read as PglD inh -1, Cneo AK release -2, PGC1a acetyl inh 0, ARNT TACC3 PPI -3, LGR2 inh -3, C2C12 statin 12 and INS-1E GSIS act -3.
For COc1ccc(N)cc1S(=O)(=O)Nc1ccccc1Cl the results were PglD inh -1, Cneo AK release -1, PGC1a acetyl inh 7, ARNT TACC3 PPI -7, LGR2 inh 8, C2C12 statin 7, PAX8 reporter 16 and INS-1E GSIS act -3.
`C[C@@H](NC(=O)C[C@H]1C=C[C@H](NC(=O)c2cccnc2)[C@H](CO)O1)c1ccccc1` gave PglD inh -1, Cneo AK release -6, PGC1a acetyl inh 6, ARNT TACC3 PPI -5, LGR2 inh 0, C2C12 statin -7, PAX8 reporter 3 and INS-1E GSIS act 0.
Screening C[C@@H]1CN([C@H](C)CO)C(=O)c2cc(C#Cc3ccccn3)cnc2O[C@@H]1CN(C)CC1CCCC1 returned PGC1a acetyl inh -12, LGR2 inh -3, C2C12 statin 9, PAX8 reporter -4 and INS-1E GSIS act 4.
Screening Cc1ccc(NC(=O)COC(=O)CNC(=O)c2cccs2)cc1S(=O)(=O)N1CCOCC1 returned PglD inh 2, Cneo AK release 4, PGC1a acetyl inh 2, ARNT TACC3 PPI 2, LGR2 inh 7, C2C12 statin 5, PAX8 reporter 8 and INS-1E GSIS act -22.
Screening COc1cc(/C=N/n2cnc3scc(-c4cccs4)c3c2=O)cc(OC)c1OC returned ARNT TACC3 PPI 16, LGR2 inh 5, PAX8 reporter 5 and INS-1E GSIS act 7.
For CO[C@@H]1CN(C)C(=O)c2cc(NS(C)(=O)=O)ccc2OC[C@H](C)N(Cc2cncnc2)C[C@H]1C the results were PglD inh 1, Cneo AK release 47, PGC1a acetyl inh 7, ARNT TACC3 PPI 0, LGR2 inh -10, C2C12 statin 8, PAX8 reporter 9 and INS-1E GSIS act 4.
CCc1ccc2[nH]c(=O)c(CN(CCN3CCOCC3)C(=O)Nc3ccccc3F)cc2c1 was read as PglD inh 3, Cneo AK release 0, PGC1a acetyl inh -11, ARNT TACC3 PPI 1 and C2C12 statin -15.
For CC(C)Cc1ccc(CN2CCCC(NC(=O)CSc3nncn3C)C2)cc1 (configuration not stated) the results were PglD inh 5, Cneo AK release 6, ARNT TACC3 PPI -11, LGR2 inh 2, C2C12 statin -1, PAX8 reporter -21 and INS-1E GSIS act 0.
`Cc1ccc2[nH]c(=O)c(C(c3nnnn3CC3CCCO3)N3CCCc4ccccc43)cc2c1` (configuration not stated) gave PglD inh 3, Cneo AK release 2, PGC1a acetyl inh -4, ARNT TACC3 PPI -1, C2C12 statin 14 and PAX8 reporter 23.
CN(C)C(=O)c1ccc(Nc2ncnc3sc4c(c23)CCCCC4)cc1 was read as PglD inh -1, Cneo AK release -1, ARNT TACC3 PPI -4, LGR2 inh -1, C2C12 statin 9, PAX8 reporter 15 and INS-1E GSIS act -13.
Cc1ccc(-c2cc(C(=O)N/N=C/c3ccoc3)c3ccccc3n2)cc1 was read as PglD inh 13, Cneo AK release -5, PGC1a acetyl inh 1, ARNT TACC3 PPI -81, LGR2 inh -4, C2C12 statin -6, PAX8 reporter 1 and INS-1E GSIS act 16.
CNC(=O)/C=C1\NC(C)(C)Cc2c1ccc1ccccc21 was read as PglD inh 7, Cneo AK release -1, PGC1a acetyl inh -6, ARNT TACC3 PPI 8, LGR2 inh -15, C2C12 statin 24 and INS-1E GSIS act -11.
For CC1CCCC(C)N1C(=O)COC(=O)c1ccc[nH]c1=O (configuration not stated) the results were PglD inh -3, Cneo AK release 3, PGC1a acetyl inh 6, ARNT TACC3 PPI -5, LGR2 inh 3 and INS-1E GSIS act 21.
`CCN(CC)C(=O)COC(=O)C1=NN(c2cc(C)ccc2C)C(=O)CC1` gave PglD inh -5, Cneo AK release 0, PGC1a acetyl inh -6, ARNT TACC3 PPI -4, LGR2 inh 12, C2C12 statin -1, PAX8 reporter 5 and INS-1E GSIS act 14.
For COCC(=O)Nc1ccc2c(c1)C(=O)N(C)C[C@H](OC)[C@@H](C)CN(Cc1ccccc1)[C@H](C)CO2 the results were PglD inh 1, Cneo AK release 2, PGC1a acetyl inh -15, ARNT TACC3 PPI 7, LGR2 inh 2, C2C12 statin 8 and INS-1E GSIS act -10.

Screens from PubChem.
